Screens as filed in PubChem.
T cruzi growth: T. cruzi proliferation inhibition; 77,000 tested, 5.9% active; inhibition, % at 8.34 µM; T. cruzi beta-gal in NIH3T3, GalScreen luminescence, 90 h; AID 624255;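 active = mean inhibition above about 93%, with at least 55% of replicates each passing it, limit read from the data, passing the limit was not always enough; inconclusive = only one of those two conditions holds; inactive = neither condition holds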
GASC1 inh: inhibitors of human demethylase GASC-1 KDM4C; GST-KDM4C 2-372, H3K9me3 peptide, LANCE TR-FRET; AID 720574; inhibition, % at 12.5 µM; 96,000 tested, 0.15% active; Q9H3R0;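 active = mean replicate inhibition above about 25%, with at least 55% of replicates also reaching it, limit read from the data, passing the limit was not always enough; inconclusive = only one of those two conditions met; inactive = neither condition met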
Target sequence (Q9H3R0 2-372 limits assumed): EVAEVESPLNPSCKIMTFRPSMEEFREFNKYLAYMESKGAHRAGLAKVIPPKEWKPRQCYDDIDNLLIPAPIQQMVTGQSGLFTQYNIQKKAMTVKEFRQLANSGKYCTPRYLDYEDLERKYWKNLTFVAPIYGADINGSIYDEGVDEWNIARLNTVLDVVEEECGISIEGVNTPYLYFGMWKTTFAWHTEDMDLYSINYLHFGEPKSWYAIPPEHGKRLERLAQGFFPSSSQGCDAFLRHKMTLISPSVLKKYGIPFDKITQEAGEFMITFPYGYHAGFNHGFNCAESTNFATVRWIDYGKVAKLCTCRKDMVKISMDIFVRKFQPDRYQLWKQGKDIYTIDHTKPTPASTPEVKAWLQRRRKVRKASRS
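reagent = H3K9me3 peptide substrate, Fe(II), 2-oxoglutarate | system = GST-tagged GASC-1 (JMJD2C) catalytic fragment, aa 2-372 | amount = enzyme final amount 10 nM | read-out = Fall in 671/618 emission ratio as inhibition | medium = HEPES buffer, pH 7.5, plus ascorbate | schedule = 30 min reaction, 60 min detection, RT | measured by = LANCE TR-FRET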
Pf Dd2 growth: P. falciparum Dd2 growth inhibition; activity change, % at 10 µM; SYBR Green, 72 h; active compounds read low; AID 1159554; 94,000 tested, 2.3% active; in the data active = activity change below about -80%; inconclusive = no clear call, values can overlap the other calls
C diff growth: blocks growth of Clostridium difficile. growth activity, negative = inhibition, % at 16 µg/mL (by protocol). Clostridium difficile clinical isolate growth, OD600, 24 h; active compounds read low. 86,000 tested, 0.25% active;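 active = mean growth activity at or below -80% and every replicate also at or below -80%; inconclusive = mean at or below -80% but some replicate above -80%; inactive = mean growth activity above -80%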;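 also: 0% = DMSO wells and -100% = levofloxacin 16 µg/mL wells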
* hit, by the source's call; u = inconclusive; x = no result given; & = joins results of further samples.

smiles | T cruzi growth | GASC1 inh | Pf Dd2 growth | C diff growth
CCC(=O)N(C)C[C@H]1Oc2cc(C#CC3CCCC3)ccc2S(=O)(=O)N([C@H](C)CO)C[C@@H]1C | 86.4 | -1.7 | -61.3 | -6.4
COc1cccc(CN2[C@@H]3CNC[C@H]2C3c2ccc(-c3ccccc3C)cc2)c1 (stereo partly drawn) | x | -0.5&-1.0 | -16.4&-23.3 | -0.2&38.1
CCC(=O)N1[C@@H]2Cn3c(cccc3=O)[C@H]1[C@@H](C(=O)N1CCCCC1)[C@@H]2CO | 93.6 | 0.3 | -13.2 | -4.0
CNC[C@H]1Oc2c(NC(=O)c3cnccn3)cccc2C(=O)N([C@@H](C)CO)C[C@H]1C | 8.5 | -0.7 | 22.4 | -5.5
Cc1ccc(S(=O)(=O)N(C)C[C@H]2Oc3ccc(NC(=O)Nc4ccc(C(F)(F)F)cc4)cc3CC(=O)N([C@H](C)CO)C[C@H]2C)cc1 | 36.0 | 0.1 | -5.6 | 21.8
COc1ccccc1-c1ccc([C@H]2[C@H]3CN(C(=O)NC4CCCC4)CCCCN3[C@H]2CO)cc1 | 69.1 | 0.1 | 9.5 | 3.4
COc1ccccc1CNC(=O)C[C@H]1C[C@H]2c3cc(NC(=O)Nc4ccc(C(F)(F)F)cc4)ccc3O[C@H]2[C@H](CO)O1 | 133.8* | 2.6 | -61.2 | 6.5
CC(C)NC(=O)Nc1ccc2c(c1)C(=O)N([C@H](C)CO)C[C@H](C)[C@H](CN(C)C(=O)Cc1ccccc1)OCCCC[C@@H](C)O2 | -29.5 | 2.9 | -26.1 | -0.4
C[C@H](CO)N1C[C@H](C)[C@@H](CN(C)Cc2ccccc2)OCCCC[C@H](C)Oc2ccc(NS(=O)(=O)c3cccs3)cc2C1=O | x | -0.5 | 23.7 | x
C[C@H]1CN([C@@H](C)CO)C(=O)CCCn2nncc2CO[C@H]1CN(C)Cc1ccccc1 | -4.7 | -0.7 | -3.3 | -0.4
CC(C)NC(=O)N1CC[C@@H]2[C@@H](CO)N(C)c3ccc(Br)cc3[C@@H]21 | -8.4 | 0.3 | -1.0 | 10.9
COc1cccc(S(=O)(=O)N2C[C@@H](O)COC[C@@H]3O[C@H](CC(=O)N4CCN(c5ccccc5)CC4)CC[C@H]32)c1 | 39.5 | -0.2 | x | -5.1&-6.6
O=C(C[C@@H]1CC[C@H](NC(=O)c2cccnc2)[C@@H](CO)O1)NCc1ccncn1 | -17.9 | 2.5 | 16.4 | 2.3
CCCC#Cc1ccc2c(c1)O[C@H](CN(C)C(=O)Nc1ccc(OC)cc1)[C@H](C)CN([C@@H](C)CO)S2(=O)=O | 86.4 | 1.4 | -51.1 | -2.7
C[C@H](CO)N1C[C@H](C)[C@@H](CN(C)C(=O)Nc2cccc3ccccc23)Oc2ccc(NC(=O)C3CC3)cc2CC1=O | 50.2 | 0.7 | -7.8 | -2.9
COCC(=O)N1[C@@H]2CN(C(=O)c3ccccc3F)c3ccccc3[C@@H]2[C@@H]1CO | 17.0 | -1.8 | -5.5 | 0.5
C[C@@H]1CCCCO[C@@H](CN(C)C(=O)c2ccncc2)[C@@H](C)CN([C@@H](C)CO)C(=O)c2cc(NS(=O)(=O)c3cn(C)cn3)ccc2O1 | 11.1 | 2.0 | 29.8 | 24.3
C[C@@H]1CCCCO[C@@H](CN(C)CC2CC2)[C@H](C)CN([C@H](C)CO)C(=O)c2cc(NC(=O)c3ccccc3)ccc2O1 | 79.9 | -2.3 | -66.8 | x
COc1ccccc1CN1C[C@@H]2N[C@H](C1)C2c1ccc(-c2ccncc2)cc1 (stereo partly drawn) | x | -0.1&14.7 | u | 10.3&-1.7
C[C@@H]1CN([C@H](C)CO)C(=O)c2cc(C#Cc3ccccc3)cnc2O[C@@H]1CN(C)C(=O)c1ccccc1 | x | 0.7 | -27.7 | -3.1
CC(C)C#Cc1ccc2c(c1)O[C@H](CN(C)C(=O)C1CC1)[C@H](C)CN([C@H](C)CO)S2(=O)=O | x | 1.4 | -11.8 | -0.9
O=C(NC1CCCC1)N1CC(=O)N2[C@H](CO)[C@@H](c3ccc(/C=C/c4ccccc4)cc3)[C@@H]2C1 | x | -2.2 | -43.0 | -9.9
COc1ccc(NC(=O)N(C)C[C@@H]2OCc3cn(nn3)CCCC(=O)N([C@H](C)CO)C[C@H]2C)c(OC)c1 | x | 0.0 | 54.2 | -5.4
O=C([C@@H]1[C@@H](CO)[C@@H]2Cn3c(ccc(/C=C/c4ccccc4)c3=O)[C@@H]2N1CC1CC1)N1CCCCC1 | 81.0 | 10.6 | -19.5 | 26.7
Cc1noc(C)c1S(=O)(=O)Nc1ccc2c(c1)CC(=O)N([C@@H](C)CO)C[C@H](C)[C@H](CN(C)S(=O)(=O)c1ccccc1)O2 | 6.7 | -1.9 | 19.2 | 3.1
Cc1ccc(S(=O)(=O)N(C)C[C@H]2Oc3ncc(C#CC4(O)CCCC4)cc3C(=O)N([C@H](C)CO)C[C@H]2C)cc1 | 15.5 | 0.9 | -9.4 | -5.9
C/C=C/c1cnc2c(c1)C(=O)N([C@@H](C)CO)C[C@@H](C)[C@H](CN(C)S(=O)(=O)c1cccs1)O2 | x | -1.1 | -28.6 | 0.1
C[C@@H]1CN([C@@H](C)CO)C(=O)c2cc(NS(=O)(=O)c3ccc(Cl)cc3)ccc2O[C@@H](C)CCCCO[C@H]1CN(C)Cc1ccncc1 | u | 2.5 | -7.0 | -7.4
CO[C@@H](CN(C)Cc1cc(F)ccc1F)[C@@H](C)CN(C(=O)Nc1ccc(F)cc1)[C@@H](C)CO | -25.9 | -0.1 | -27.9 | x
N#C[C@@H]1[C@@H](c2ccccc2)[C@@H](CO)N1S(=O)(=O)c1ccc(F)cc1 | 33.5 | -0.8 | 22.2 | -5.1
COc1cccc(NC(=O)N2C[C@@H](O)COC[C@@H]3O[C@H](CC(=O)NC4CCC4)CC[C@H]32)c1 | 35.1 | -0.3 | -0.7 | 1.4
O=C(N[C@@H]1C=C[C@@H](CC(=O)N2CCc3ccccc3C2)O[C@@H]1CO)C1CCOCC1 | x | 1.6 | 18.8 | -0.9
CO[C@H]1CN(C)C(=O)c2ccc(NC(=O)Nc3c(C)noc3C)cc2OC[C@H](C)N(CCC(F)(F)F)C[C@H]1C | 54.3 | -0.9 | -22.9 | x
C[C@H](CO)N1C[C@H](C)[C@H](CN(C)Cc2ccc(-c3ccccc3)cc2)Oc2ccc(NC(=O)NC3CCCCC3)cc2CC1=O | 21.7 | 3.6 | -4.0 | 80.6
O=C(C[C@@H]1C=C[C@H](NC(=O)C2CCC2)[C@H](CO)O1)NC1CCC1 | x | -2.3 | -6.3 | 5.3
CC(=O)N(C)C[C@@H]1[C@@H](c2ccc(C3=CCCCC3)cc2)[C@@H](CO)N1CC1CC1 | 53.3 | -0.3 | -27.8 | 8.7
Cc1ccc(S(=O)(=O)N[C@@H]2CC[C@H](CCn3cc(C4CCCCC4)nn3)O[C@@H]2CO)cc1 | 6.5 | -0.2 | -15.0 | -2.8
C[C@@H]1CCCCO[C@@H](CN(C)S(=O)(=O)c2cn(C)cn2)[C@H](C)CN([C@@H](C)CO)C(=O)c2cc(NC(=O)Nc3ccccc3)ccc2O1 | 44.9 | -0.4 | -13.9 | -1.8
C[C@@H]1CN([C@H](C)CO)C(=O)c2cccc(NC(=O)NC3CCCCC3)c2O[C@@H]1CN(C)CC1CC1 | -17.2 | 0.0 | -11.8 | -0.4
Cc1noc(C)c1S(=O)(=O)N(C)C[C@H]1Oc2ccc(NS(=O)(=O)c3cn(C)cn3)cc2CC(=O)N([C@H](C)CO)C[C@H]1C | 0.0 | 0.4 | 7.0 | -3.5
Cc1ccccc1S(=O)(=O)N1[C@H](C#N)[C@H](c2ccc(-c3ccccc3)cc2)[C@H]1CO | 103.4* | -1.2 | -12.7 | 15.1
Cc1noc(C)c1NC(=O)N(C)C[C@@H]1Oc2ccc(NS(=O)(=O)c3c(C)noc3C)cc2CC(=O)N([C@@H](C)CO)C[C@@H]1C | -24.1 | -1.5 | 27.0 | -2.3
COc1cc(CN2CC3(CN(S(=O)(=O)c4cn(C)cn4)C3)c3c(n(C)c4cc(OC)ccc34)[C@@H]2CO)cc(OC)c1 | x | -0.5 | -54.0 | 4.3
C[C@H](CO)N1C[C@H](C)[C@@H](CN(C)C(=O)NC2CCCCC2)OCCCC[C@H](C)Oc2ccc(NC(=O)Nc3cccc4ccccc34)cc2C1=O | 57.7 | 0.9 | 2.3 | -3.4
O=C(NCC[C@H]1CC[C@@H](NC(=O)C2CCCCC2)[C@@H](CO)O1)Nc1ccc(Cl)cc1 | -0.7 | 13.0 | 3.1 | x
CO[C@@H]1CN(C)C(=O)c2cc(NS(C)(=O)=O)ccc2OC[C@H](C)N(Cc2cccnc2)C[C@@H]1C | 26.3 | 0.1 | x | x
C[C@H](CO)N1C[C@H](C)[C@@H](CN(C)Cc2ccncc2)OCCCC[C@H](C)Oc2ccc(NS(=O)(=O)c3ccc(F)cc3)cc2C1=O | x | 4.1 | 6.6 | -6.6
CCN1[C@@H]2c3ccc(C4=CCCCC4)c(=O)n3C[C@H]1[C@H](CO)[C@H]2C(=O)N1CCOCC1 | 17.1 | 1.7 | x | -2.0
C[C@@H]1CCCCO[C@H](CN(C)Cc2ccncc2)[C@@H](C)CN([C@H](C)CO)C(=O)c2cc(NS(C)(=O)=O)ccc2O1 | 2.1 | -1.7 | 14.0 | 0.3
Cc1noc(C)c1NC(=O)N(C)C[C@@H]1Oc2ccc(NS(=O)(=O)c3ccc(Cl)cc3)cc2CC(=O)N([C@H](C)CO)C[C@H]1C | 11.7 | -2.2 | 37.0 | -6.7
C[C@@H]1CN([C@H](C)CO)C(=O)c2cc(NC(=O)CCN3CCOCC3)ccc2O[C@@H]1CN(C)C(=O)Nc1cccc2ccccc12 | 21.0 | 10.5 | -0.7 | -4.0
CC(C)NC(=O)N(C)C[C@H]1OCCCC[C@@H](C)Oc2ccc(NC(=O)c3ccccc3)cc2C(=O)N([C@@H](C)CO)C[C@@H]1C | 47.9 | -0.2 | -27.4 | -4.7
COCC(=O)N1CC2(CCN(C(=O)c3cccnc3)CC2)c2c([nH]c3cc(OC)ccc23)[C@@H]1CO | x | -0.7 | 25.2 | -2.9
CCCC#Cc1cnc2c(c1)C(=O)N([C@H](C)CO)C[C@@H](C)[C@@H](CN(C)C(=O)Nc1cccc(F)c1)O2 | 66.2 | 7.3 | -36.0&-56.5 | 14.5&11.8
Cc1noc(C)c1S(=O)(=O)Nc1ccc2c(c1)CC(=O)N([C@@H](C)CO)C[C@@H](C)[C@H](CN(C)S(=O)(=O)c1cccs1)O2 | 7.7 | -0.5 | -20.8 | -0.5
O=C(C[C@@H]1C[C@@H]2c3cc(NS(=O)(=O)c4ccc(F)cc4)ccc3O[C@@H]2[C@@H](CO)O1)NCc1cccc(F)c1 | 25.2 | -6.8 | -8.2 | -3.1

Next section
smiles | T cruzi growth | GASC1 inh | Pf Dd2 growth | C diff growth
Cc1ccc(S(=O)(=O)N(C)C[C@@H]2Oc3c(NS(C)(=O)=O)cccc3C(=O)N([C@@H](C)CO)C[C@H]2C)cc1 | 43.9 | 2.5 | 7.4 | 2.0
Cc1noc(C)c1S(=O)(=O)Nc1cccc2c1O[C@H](CN(C)Cc1ccccc1)[C@H](C)CN([C@H](C)CO)C2=O | 5.7 | -0.4 | 20.1 | 2.3
CC(C)NC(=O)N[C@H]1C=C[C@H](CC(=O)O)O[C@@H]1CO | -41.5 | -0.6 | 18.9 | 1.0
CO[C@@H]1CN(C)C(=O)c2ccc(NS(=O)(=O)c3cn(C)cn3)cc2OC[C@H](C)NC[C@H]1C | 0.2 | -0.2 | 14.2 | x

No enrichment for hits, and some 6.8% of all compounds hit somewhere here.
